All columns: NCI-60 one-dose screen, growth in % after 48 h at 10 µM unless noted; 100 = growth as untreated, 0 = no growth, -100 = all killed.
HL-60(TB) = HL-60(TB) leukemia cells. actives 9% (n = 78,000). AID 1794776; active = growth percent below 10
Active calls of the source: *; [ ] = another dose, or the depositor's remark. Some of the compounds tested (hit frequency here may not be typical).

SMILES	HL-60(TB)
CC(C)(C)OC(=O)/C=C/c1cccc2c1C(=O)NC(C)(c1cc3cc(Cl)ccc3oc1=O)N2 (stereo unspecified)	-6.2*
CC(=O)OCC(OC(C)=O)C(OC(C)=O)C(COC(C)=O)OC(C)=O (stereo unspecified)	116.1
Oc1ccc(C=NCCN=Cc2ccc(O)cc2O)c(O)c1	100.1
C[n+]1c2ccccc2c(-c2ccccc2)c2ccccc21	66.3
O=c1c2ccccc2ccn1O	91.6
COc1cc(-c2nc(SC(C)C)nc(Nc3ccc(S(N)(=O)=O)cc3)c2C#N)cc(OC)c1OC	80.1
O=C(O)c1cc2ccccc2o1	82.0
O=C1OC(c2ccccc2)(c2cc(Br)ccc2O)c2ccccc21 (stereo unspecified)	78.5
CCCCCCNC(=O)Oc1ccc(/C(=C(\C)c2ccccc2)c2ccc(OCCN(CC)CC)cc2)cc1	9.6*
O=C(Cn1cc[n+](CC(=O)c2ccc([N+](=O)[O-])cc2)c1)Nc1cccc2cccnc12	95.7
COc1cccc2c(=O)c3c(sc12)c(NCCN)nc1ccccc13	77.4
Cc1ccc(S(=O)(=O)NC(=O)CCC(=O)Nc2ccc(S(N)(=O)=O)cc2)cc1	110.2
NC1C[C@H]1c1ccccc1 (stereo partly specified)	101.3
N#C/C(=C\c1ccc(Br)cc1)C(=O)c1ccccc1	99.6
COc1ccc(/C=C/C(=O)c2cccc(O)c2)cc1	84.2

Single entries from above:
Cc1ccc(S(=O)(=O)NC(=O)CCC(=O)Nc2ccc(S(N)(=O)=O)cc2)cc1 in HL-60(TB) = 110.2
CC(=O)OCC(OC(C)=O)C(OC(C)=O)C(COC(C)=O)OC(C)=O (stereo unspecified) in HL-60(TB) = 116.1
N#C/C(=C\c1ccc(Br)cc1)C(=O)c1ccccc1 in HL-60(TB) = 99.6
O=C(Cn1cc[n+](CC(=O)c2ccc([N+](=O)[O-])cc2)c1)Nc1cccc2cccnc12 in HL-60(TB) = 95.7
O=c1c2ccccc2ccn1O in HL-60(TB) = 91.6

(list continues)
SMILES	HL-60(TB)
C1CCc2[nH]nc(-c3n[nH]c4c3CCCCC4)c2CC1	100.3
Cn1cc(-c2nc3ccccc3n2C)c2cccnc21	95.6
NS(=O)(=O)c1cccc(Nc2nc(SCC(=O)c3ccc(Br)cc3)nc3ccccc23)c1	79.1
N=C(N)c1ccc(-c2ccc(-c3ccc(Cl)c(Cl)c3)s2)nc1	-43.9*
Cn1cc(C2=C(Cl)C(=O)CO2)c2ccccc21	98.8
CCn1cc(C(=O)O)c(=O)c2cc(F)c(N3CCN(C=O)C(C)C3)c(F)c21 (stereo unspecified)	109.7
CCCN1CCc2c(sc3c2c(N2CCCC2)nc2nnnn23)C1	94.0
CCN(CC)CCOC(=O)C1c2ccccc2Oc2ccccc21	105.8
CN(C)N=Nc1nn(C(=O)Nc2ccc(Cc3ccccc3)cc2)c2ccccc12	21.4
O=S1(=O)c2ccccc2Oc2ccccc21	89.5
CCCCCCCCCCCCCCCCNC(=S)N/N=C/c1ccc(N(CC)CC)cc1	57.2
O=C(N=C1SCCN1C(=O)c1ccc(Cl)cc1)c1ccc(Cl)cc1	77.1
CCN(CC)C(=O)C(c1ccccc1)C1(O)CCCCC1CN(C)C (stereo unspecified)	95.6
COc1cccc(-c2nc(Nc3ccc(C)c(S(N)(=O)=O)c3)c3ccccc3n2)c1	59.2
CN(C)CSc1nc2ccccc2s1	100.9
CCC(CC)Cc1cccnc1	97.8
Clc1ccc(OCc2nc(Cc3ccccc3)n[nH]2)c(Cl)c1	82.6
N=C(N)SCc1ccc([N+](=O)[O-])cc1	89.5
O=C(CCN1CC1)OCCOC(=O)CCN1CC1	80.0
S=c1nc2[nH]c3ccccc3c2n[nH]1	147.6
CC(O)CN(CCO)CCN(CC(C)O)CC(C)O (stereo unspecified)	98.4
CC1(C)CC[C@]2(C(=O)O)CC[C@]3(C)C(=CC[C@@H]4[C@@]5(C)C/C(=C/c6ccccc6)C(=O)C(C)(C)[C@@H]5CC[C@]43C)[C@@H]2C1	70.7
CC(C)=CC/C=C(/C)[C@H]1CC[C@]2(C)[C@@H]1CC[C@@H]1[C@@]3(C)CC/C(=N/O)C(C)(C)[C@@H]3CC[C@]12C	5.9*[100 µM]
NCCNC(=O)Cc1cccc2ccccc12	81.1
O=C1Cc2cccc(=O)c(O)c2C(=O)O1	96.3
CC(=O)/C=C/c1ccc(N(C)Cc2ccc(C(C)(C)C)cc2)cc1	53.9
NS(=O)(=O)Oc1ccc(NC(=O)C2CCCCCC2)cc1	99.2
O=C1c2c(c3c4cccnc4[nH]c3c3[nH]c4ccccc4c23)C(=O)N1O	75.6
COc1ccc(-c2nc3cc(Cl)c(Cl)cc3n2CC(=O)N=Nc2c(O)[nH]c3ccc(OC)cc23)cc1	86.3
Cc1ccc(-c2nn(-c3ccccc3)cc2/C=C/c2nnc(-c3ccc(F)cc3)o2)cc1	99.4
O=C(NNC(=O)N1c2ccccc2C=Cc2ccccc21)c1ccccc1	98.8
O=C1NC(=O)C(c2ccccc2)(c2ccccn2)N1 (stereo unspecified)	92.9
CC(C)(C)c1ccc(/C=N/NC(=O)c2ccc(-n3cc(-c4ccccc4)nn3)cc2)cc1	35.9
Cc1cc(O)ccc1O	-14.1*
c1coc(CNc2nc3ccccc3n2CCN2CCCCC2)c1	97.5
COc1ccc(-c2c(C)nn3c(NCCN4CCOCC4)cc(C)nc23)cc1OC	106.5
Cc1cn(-c2cc(C(=O)NCCNc3nccc(-c4c(-c5ccc(F)cc5)nc5sccn45)n3)cc(C(F)(F)F)c2)cn1	136.1
COc1cc(-c2nc3ccc(-c4nnc(SCc5ccccc5)o4)cc3[nH]2)cc(OC)c1OC	47.9
C=C(OC(C)=O)c1ccccc1	72.9
O=C(C[n+]1cc2ccccc2cn1)c1ccc(O)c(O)c1	96.2
O=C(Oc1c(Cl)c(Cl)c(Cl)c(Cl)c1Cl)c1ccc(Cl)cc1Cl	103.0
Cc1ccc(-c2cc3nc(C(Cl)Cl)nc(-c4ccc(F)cc4)n3n2)cc1	77.2
COc1ccccc1-c1cn2ccnc2c(-c2ccccc2O)n1	70.1
O=C(Oc1ccc(C2c3cc(OC(=O)c4ccccc4)c(OC(=O)c4ccccc4)cc3CC3C(=O)OCC32)cc1OC(=O)c1ccccc1)c1ccccc1 (stereo unspecified)	98.5
CCOP(=O)(NC[C@H]1O[C@](O)(CO)[C@@H](O)[C@@H]1O)OCC	101.3

The list goes on, overlapping the part above by 4 compounds.
SMILES	HL-60(TB)
Cc1ccc(-c2cc3nc(C(Cl)Cl)nc(-c4ccc(F)cc4)n3n2)cc1	77.2
COc1ccccc1-c1cn2ccnc2c(-c2ccccc2O)n1	70.1
O=C(Oc1ccc(C2c3cc(OC(=O)c4ccccc4)c(OC(=O)c4ccccc4)cc3CC3C(=O)OCC32)cc1OC(=O)c1ccccc1)c1ccccc1 (stereo unspecified)	98.5
CCOP(=O)(NC[C@H]1O[C@](O)(CO)[C@@H](O)[C@@H]1O)OCC	101.3
O=C1/C(=C\c2cn(-c3ccccc3)nc2-c2ccccc2)CCc2ccccc21	74.9
CC(=O)C(CO)C(=O)Nc1ccccc1 (stereo unspecified)	100.4
Cc1ccccc1N1CCN(CCC#N)CC1	83.5
CCN(CC)CCCC(C)Nc1nc(C)cc(COC)n1 (stereo unspecified)	100.9
CC12CCCC(=O)N1c1ccccc1-c1nc(=O)c(-c3ccc(F)cc3)nn12 (stereo unspecified)	97.9
CCOC(=O)N/N=C\C(C)=N\NC(=O)OCC	92.9
CC1CCc2c(sc3nc(SCC(=O)N/N=C/c4ccc(Cl)cc4)n(-c4ccccc4)c(=O)c23)C1 (stereo unspecified)	107.1
NNC(=S)N/N=C/c1ccccc1	150.7
CN(C)c1ccc(/C=C(\C#N)C(=O)c2ccccc2)cc1Br	112.6
O=C1CCCC=C1C[N+](=O)[O-]	80.6
Fc1ccc(C(c2ccc(F)cc2)N2CCN(C/C=C/c3ccccc3)CC2)cc1	71.3
COC(=O)C1CCc2ccccc2C1=O (stereo unspecified)	133.1
CC(=O)c1cc2c(cc1C)C(C)(C)C(C)CC2(C)C (stereo unspecified)	44.7
Cn1nc(Br)c(=O)n(C(c2ccccc2)c2ccccc2)c1=O	107.3
COc1cc(C(=O)/C=C/c2c(C)n([O-])c3ccc(C(F)(F)F)cc3[n+]2=O)cc(OC)c1OC	69.0
CC(C)(C)OC(=O)N1Cc2cc3ccccc3nc2C1CO (stereo unspecified)	92.8
C#CCOc1ccccc1C(Nc1ccccc1Br)c1nnnn1C1CCCCC1 (stereo unspecified)	78.7
O=[N+]([O-])c1ccc(N/N=C(\Cc2ccccc2)c2ccccc2)c([N+](=O)[O-])c1	125.2
COc1ccc2[nH]cc(-c3nn4cc(-c5nccs5)nc4s3)c2c1	59.5
Oc1ccc(-c2nnc(SCc3ccc(O)c4ncccc34)n2-c2ccccc2)cc1	1.3*
C#Cc1cccc(NC(=O)c2ccccc2NC(=O)CCl)c1	91.6[8.25 µM]
COc1c(Br)cc(C(c2cc(Br)c(OC)c(Br)c2)c2ccccc2C(=O)O)cc1Br	91.0
COc1cccc(OCC(O)CN2CCN(c3ccccc3)CC2)c1 (stereo unspecified)	78.7
O=c1ccc2cc3ccccc3cc2[nH]1	67.7
Cc1[nH]c2c3c(c(O)cc2c1CO)[C@H]1C[C@@H]2[C@@]4(C)CCC[C@@](C)(CO)[C@@H]4CC[C@@]32C=C1C(C)C	103.5
CCCn1c(=S)sc2c(N3CCN(C)CC3)nc(C)nc21	93.0
FC(F)(F)c1cc2c(Cl)ncnc2n1CCN1CCOCC1	7.0*
Cc1ccc(CCC(=O)O)cc1	85.4
NC(=O)CC[n+]1cccc(C(=O)O)c1	103.7
COc1ccc(/C=c2\c(=O)n(-c3ccccc3)c3nn4c(Nc5ccccc5)nnc4n23)cc1	115.8
Cc1ccc(C(CC(=O)O)c2c(C)n(-c3ccccc3)[nH]c2=O)cc1 (stereo unspecified)	95.2
O=C1c2cccc3c(NC4CCCCC4)ccc(c23)C(=O)N1c1cccc(-c2nn(-c3ccccc3)cc2-c2nc3ccccc3s2)c1	105.4
CCCc1cc(CCC)n2nc(N)nc2n1	105.2
CCCCCCCCCCC(C(=O)c1ccccc1)N1CCOCC1 (stereo unspecified)	102.4
CCOC(=O)C(=O)Nc1ccc(Cl)cc1	99.6
COCCNc1ccc2c3c(cccc13)C(=O)N(CCN(C)C)C2=O	-17.0*
O=S(=O)(CCN1CCCCC1)CCS(=O)(=O)CCN1CCCCC1	73.9
O=C1/C(=C\c2ccccn2)c2ccccc2N1c1c(Cl)cccc1Cl	1.4*
CC(C)(C)Nc1c(-c2ccc(-c3ccccc3)cc2)nc2cnccn12	69.7
Nc1cc2ccccc2c(=O)n1NC(=O)c1ccc(Br)cc1	99.4
Cc1ccccc1OCC(=O)O	98.9
Nc1nn2c(-c3cc4ccccc4oc3=O)ccnc2c1N=Nc1ccc(S(N)(=O)=O)cc1	110.7
COc1cc(/C=C/C(=O)Nc2cccnc2Nc2ccc(F)cc2)cc(OC)c1OC	106.5
S=C(S)NCCc1c[nH]c2ccccc12	91.4
CC(C)(N)C(O)c1ccccc1 (stereo unspecified)	86.3

Some of the entries so far, field by field.
Cc1cc(O)ccc1O
- HL-60(TB): -14.1*

c1coc(CNc2nc3ccccc3n2CCN2CCCCC2)c1
- HL-60(TB): 97.5

COc1ccc(-c2c(C)nn3c(NCCN4CCOCC4)cc(C)nc23)cc1OC
- HL-60(TB): 106.5

Cc1cn(-c2cc(C(=O)NCCNc3nccc(-c4c(-c5ccc(F)cc5)nc5sccn45)n3)cc(C(F)(F)F)c2)cn1
- HL-60(TB): 136.1

Continued:
SMILES	HL-60(TB)
O=c1c(/C=C\c2ccco2)nnc2sc(Nc3ccccc3)nn12	104.8
NC(N)=NS(=O)(=O)c1ccc(NC2Nc3nc4ccccc4nc3S2)cc1 (stereo unspecified)	99.6
CCCCOc1ccc(OCCCN2CCN(C(=O)OCC)CC2)cc1	70.3
CC(=O)C1=C(C)NC(NNc2ccccc2)=NC1c1ccccc1 (stereo unspecified)	144.7
CCC(C)C(C)O (stereo unspecified)	102.2
COc1cc(NCCCN=C(N)NC(N)=NC(C)C)c2ncccc2c1	85.7
O=C(/C=C/c1ccccn1)c1ccccc1O	13.1
O=C(CCN1C(=O)/C(=C/c2ccccc2F)SC1=S)N1CCOCC1	82.7
CCOc1c(C#N)c(Nc2ccc(S(N)(=O)=O)cc2)c(C#N)c(=O)n1C(C)=O	107.1
O=C(Nc1ccc(Cl)cc1)c1ccc(Cl)cc1	68.3
CC1(C)CC2(C)CC(=O)C1C(C(=O)O)C2C(=O)O (stereo unspecified)	97.9
CCCC[C@H]1C(=O)O[C@H](C)[C@H](NC(=O)c2cccc(NC=O)c2O)C(=O)O[C@@H](C)[C@@H]1OC(=O)CC(C)C	37.0
COc1ccc(OC)c(/C=C2\N=C(c3ccccc3)N(c3ccc(S(N)(=O)=O)cc3)C2=O)c1	94.2
COc1cc(/C=C/C(=O)N2CCN(C(=O)c3cc(OC)c(OC)c(OC)c3)CC2)ccc1OCCCN1C(=O)c2cccc3cccc(c23)C1=O	56.7
N/C(=N\c1nc2c(F)cccc2s1)C(Cl)(Cl)Cl	89.0
CC1(c2ccc3ccccc3c2)CCC(=O)O1 (stereo unspecified)	92.7
COc1ccc(-c2nc3c(c(N)c2C#N)C2C(=C(C)OC4C(OC)c5occc5C(OC)C24)S3)cc1 (stereo unspecified)	99.3
NS(=O)(=O)c1ccc(NC(=S)/N=C\C(C(=O)c2ccccc2)=C(\O)c2ccccc2)cc1	103.8
COc1nc2ccccc2s1	94.5
Cc1c[nH]c(=O)n(CCOc2nc(-c3ccc(F)cc3)cc(-c3ccco3)n2)c1=O	92.2
COc1ccc(-n2nnc3c(sc4ncccc43)c2=O)cc1	108.2
CN1CCN(Cc2ccc(C(=O)Nc3cncc(C#Cc4cnc5cccnn45)c3)cc2C(F)(F)F)CC1	1.4*
C[C@@H]1C[C@H]2C(=O)OCC(NC(=O)[C@H](Cc3cc(F)cc(F)c3)NC(=O)Nc3ccc(Cl)cc3F)C(=O)N3CCC[C@H]3C(=O)N3CCCC[C@H]3C(=O)N[C@@H](C)C(=O)N2C1 (stereo partly specified)	6.2*
O=C1NC(=O)C(c2coc3ccc(F)cc23)=C1c1c[nH]c2ccc(Br)cc12	80.9
C=C1CCC2C3(C)COC(c4c(OC)cccc4OC)OC3CCC2(C)C1C/C=C1/C(=O)OCC1O (stereo unspecified)	29.4

From PubChem
